# FBW7 activator – FBW7 E3 ligase activators, primary screen, biochemical, AlphaScreen, human. AID 1259310, 2017. F-box/WD repeat-containing protein 7 (Homo sapiens), Q969H0. normalized activity (activation), % at 26.1 µM. AlphaScreen FBW7–phospho-cyclin E peptide binding, activator screen. hit rate 0.13% among 650,000; in the data active = normalized activity above about 1.9%;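 note: purified mutant Fbw7 with reduced substrate affinity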
# GPR151 activ – activators of human GPR151, primary screen, cell-based, PathHunter beta-arrestin, luminescence; G-protein coupled receptor 151 (Homo sapiens), Q8TDV0; activation, % at 11.2 µM; PathHunter beta-arrestin GPR151 cells; AID 1508602, 2020; hit rate 1% among 650,000; in the data active = activation above about 4.9%;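 note: 0% = median of compound wells and 100% = cells with positive control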
# Target sequence (Q8TDV0 whole entry, looked up): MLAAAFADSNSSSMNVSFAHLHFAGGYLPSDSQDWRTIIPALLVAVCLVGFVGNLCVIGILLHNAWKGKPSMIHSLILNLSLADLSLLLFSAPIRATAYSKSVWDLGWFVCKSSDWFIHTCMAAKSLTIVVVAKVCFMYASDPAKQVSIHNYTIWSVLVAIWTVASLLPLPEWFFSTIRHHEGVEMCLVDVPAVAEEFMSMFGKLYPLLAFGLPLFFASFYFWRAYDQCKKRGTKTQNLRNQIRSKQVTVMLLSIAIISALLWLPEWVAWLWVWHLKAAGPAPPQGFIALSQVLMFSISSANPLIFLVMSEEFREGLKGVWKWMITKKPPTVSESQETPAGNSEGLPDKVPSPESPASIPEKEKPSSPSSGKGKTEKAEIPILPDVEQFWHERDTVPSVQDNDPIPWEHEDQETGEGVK
# MITF inh – MITF inhibitors, primary screen, biochemical, AlphaScreen, human | Microphthalmia-associated transcription factor (Homo sapiens), O75030 | AlphaScreen MITF homodimerization, bead proximity signal | inhibition, % at 2.6 µM | hit rate 0.91% among 650,000; in the data active = inhibition above about 50%;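 note: 0% = vehicle wells with protein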
# Target sequence (O75030 whole entry, looked up): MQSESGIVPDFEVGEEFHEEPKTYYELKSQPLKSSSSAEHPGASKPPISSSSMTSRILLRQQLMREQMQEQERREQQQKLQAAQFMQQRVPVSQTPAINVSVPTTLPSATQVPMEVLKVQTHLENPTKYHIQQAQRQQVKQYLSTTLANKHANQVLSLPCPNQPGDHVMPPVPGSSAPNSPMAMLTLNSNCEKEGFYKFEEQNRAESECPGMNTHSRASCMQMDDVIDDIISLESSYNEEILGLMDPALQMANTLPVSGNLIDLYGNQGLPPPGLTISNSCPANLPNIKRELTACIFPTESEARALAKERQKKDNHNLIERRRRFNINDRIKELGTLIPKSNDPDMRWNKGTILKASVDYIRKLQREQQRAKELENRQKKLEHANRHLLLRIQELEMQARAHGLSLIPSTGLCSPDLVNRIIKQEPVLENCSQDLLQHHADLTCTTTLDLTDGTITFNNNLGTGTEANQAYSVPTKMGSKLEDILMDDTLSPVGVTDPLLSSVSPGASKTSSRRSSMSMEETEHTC
# TEAD-YAP inh – TEAD-YAP interaction inhibition, primary screen, TEAD-YAP interaction inhibitor project, luminescence, HEK-TIYL cells; TEAD-Gal4/YAP UAS-luciferase luminescence; inhibition, % at 9.12 µM; hit rate 1.4% among 640,000; AID 1259422, 2018; in the data active = inhibition above about 32%;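 note: 0% = median of test compound wells and 100% = reference inhibitor wells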
# * marks the source's active call; other numbers are inactive results.
# Results follow in this order: FBW7 activator, GPR151 activ, MITF inh, TEAD-YAP inh
Clc1nc(-c2cccnc2)nc2scc(-c3ccccc3)c12
→ 0.0, 2.4, -4, -13
COCCCNC(=O)c1c(C)nc2ccc(C)cn12
→ -0.2, -0.1, 4, 3
COc1ccc2cc3cc(C(=O)Nc4cc(OC)c(OC)c(OC)c4)oc3nc2c1
→ -0.1, 0.7, 7, 58*
Cc1cccc(Nc2nnc(SCC(=O)NC(C)(C#N)C3CC3)s2)c1C (configuration not stated)
→ 0.1, 1.2, -11, 0
COc1ccccc1-c1ccc(=O)n(CC(=O)Nc2ccccc2F)n1
→ -0.1, 1.4, 8, -2
Cc1ccccc1CN(C)Cn1nc2c(Cl)cc(Cl)cn2c1=S
→ 0.1, 0.7, 10, 3
CCOC(=O)C1=C(C)N=c2s/c(=C\c3ccc(-c4ccc(Cl)cc4[N+](=O)[O-])o3)c(=O)n2C1c1ccc(Cl)cc1 (configuration not stated)
→ -0.2, -2.2, 4, 7
O=[N+]([O-])c1sc2ccccc2c1-[n+]1ccccc1
→ 0.1, -1.3, 3, 4
Cc1ccc2c(c1)N(S(=O)(=O)c1cc3[nH]c(=O)c(=O)[nH]c3cc1C)CCO2
→ -0.1, -0.1, -6, 1
COc1cc(OC)c(OC)cc1/C=N/NS(=O)(=O)c1ccc(C)c([N+](=O)[O-])c1
→ -0.1, -1.0, 13, -5
CN1C(=O)C(C)(C)c2cc(S(=O)(=O)N3CCC(C(=O)NC4CCCC4)CC3)ccc21
→ -0.1, -0.4, 9, 6
CCCC1(C2CCN(C(=O)c3ccc(C)s3)CC2)NC(=O)N(CC2CCCO2)C1=O (configuration not stated)
→ -0.1, -0.7, 16, -1
COc1ccc(OC)c(S(=O)(=O)N2CCC(C(=O)N3CCCCCC3)CC2)c1
→ 0.0, 0.1, 1, -14
Cc1ccc(-c2nnnn2C2CCS(=O)(=O)C2)cc1 (configuration not stated)
→ -0.1, -1.0, -3, -1
COc1ccccc1C(=O)NCc1nnc(SCC(=O)N2CCc3ccccc32)n1-c1ccc(F)cc1
→ -0.1, 0.1, 2, -4
COc1ccc(NC(=O)C(=O)NNC(=O)c2ccccc2OC)cc1
→ 0.2, -0.8, 1, 11
c1ccc(-n2cnc3c(NCc4nc5ccccc5[nH]4)nc(Nc4cccnc4)nc32)cc1
→ 0.2, -2.7, 9, 73*
CCOC(=O)c1c(NC(=O)C2CC(Cl)=CCC2C(=O)O)sc2c1CCCC2 (configuration not stated)
→ -0.1, 0.2, 5, 8
COCCn1c(SCC(=O)Nc2ccc(OC)cc2)nc2c(c1=O)SC(C)C2 (configuration not stated)
→ 0.6, -0.2, 18, -22
COc1cccc(OC)c1C(=O)NNC(=O)c1cccc(C)c1O
→ 0.1, 0.0, -15, -4

# Next part; it opens with the 3 that closed the last part.
# Results follow in this order: FBW7 activator, GPR151 activ, MITF inh, TEAD-YAP inh
CCOC(=O)c1c(NC(=O)C2CC(Cl)=CCC2C(=O)O)sc2c1CCCC2 (configuration not stated)
→ -0.1, 0.2, 5, 8
COCCn1c(SCC(=O)Nc2ccc(OC)cc2)nc2c(c1=O)SC(C)C2 (configuration not stated)
→ 0.6, -0.2, 18, -22
COc1cccc(OC)c1C(=O)NNC(=O)c1cccc(C)c1O
→ 0.1, 0.0, -15, -4
CCc1nc(-n2nc(C)cc2C)c2c3c(sc2n1)CCCC3
→ 0.1, -0.1, 5, 5
COc1ccccc1NC(=S)NCCc1ccccn1
→ -0.3, -1.2, -1, 10
O=[N+]([O-])c1ccccc1/C=C/C=N/n1c(-c2cccnc2)n[nH]c1=S
→ -0.1, -0.5, 14, 1
COc1ccc(C(=O)Nc2ccc(NC(=O)c3cccs3)cn2)cc1
→ 0.0, 2.7, -2, 0
COc1cc2nc(N3CCc4ccccc4C3)nc(NCc3nc4ccccc4[nH]3)c2cc1OC
→ 0.0, -1.5, -17, -9
O=C(Nc1ccc(N2CCOCC2)cc1)c1ccco1
→ 0.1, -4.8, 9, 62*
O=C(O)CCC(=O)Nc1ccc(Br)cc1
→ -0.1, -0.8, -1, 2
COc1ccc(C2/C(=C(\O)c3ccc(C)cc3)C(=O)C(=O)N2c2ncc(S(=O)(=O)c3ccc([N+](=O)[O-])cc3)s2)cc1O (configuration not stated)
→ 0.0, 0.1, 5, 6
COc1ccc(C(=O)C(=O)c2ccc(OC)cc2)cc1
→ -0.1, 0.6, -15, 8
N#Cc1cn(CC(=O)N2CCCCC2)c2ccccc12
→ 0.4, 0.5, 10, -4
COc1ccc(Oc2c(C)oc3cc(O)ccc3c2=O)cc1
→ -0.1, 0.0, -2, 7
COc1ccccc1NC(=O)c1sc2ncn(CC(=O)c3ccc(Br)cc3)c(=O)c2c1C
→ 0.3, 1.8, 17, 11
CCOc1ccc(N=C2CSC(=O)N2)cc1
→ 0.4, -1.0, 18, 5
COCCNC(=O)C(NC(=O)C1CCC(C)CC1)C(C)C (configuration not stated)
→ 0.1, -0.9, 6, 9
O=C(Oc1cccc(N2C(=O)c3cccc([N+](=O)[O-])c3C2=O)c1)c1ccco1
→ -0.1, 0.0, -1, -5
CCOc1cc2c(cc1OCC)C1C(C(=O)N(CC)CC)c3ccccc3C(=O)N1CC2 (configuration not stated)
→ 0.2, 0.3, 12, 32*
Cc1cc([N+](=O)[O-])ccc1-c1ccc(/C=C2/C(=O)NC(=O)N(Cc3ccco3)C2=O)o1
→ -0.1, -1.6, 68*, -3
Cc1cc(=O)c(C(=O)OC(C)C(=O)Nc2cccc(C#N)c2)nn1-c1ccccc1[N+](=O)[O-] (configuration not stated)
→ 0.6, -1.0, 7, 15
C/C(CCc1ccco1)=N/Nc1ccc([N+](=O)[O-])cc1
→ -0.1, -0.4, -7, -11
COc1cc(CC(=O)O)c(Cc2cc(OC)c(OC)cc2CC(=O)O)cc1OC
→ 0.0, 0.4, -5, -3

# Remaining list, next part.
# Results follow in this order: FBW7 activator, GPR151 activ, MITF inh, TEAD-YAP inh
Cc1ccccc1CNC(=O)C1CCCN(S(=O)(=O)N(C)C2CCCCC2)C1 (configuration not stated)
→ 0.1, 1.8, 0, 3
CCC(C)NC(=O)/C=C/c1ccc([N+](=O)[O-])cc1 (configuration not stated)
→ -0.1, -0.7, 5, -17
COc1ccc(-c2nsc3c(N4CCCC(C)C4)ncnc23)cc1 (configuration not stated)
→ 0.1, 0.7, -5, 86*
CCN(CC)C(=O)c1ccc(Cl)cc1[N+](=O)[O-]
→ 0.9, 1.0, -12, -6
O=C(CSc1ncnc2c1oc1ccccc12)Nc1ccc(Cl)cc1
→ -0.2, -0.4, -3, 3
O=C(CSc1nnc(-c2cccnc2)n1C1CCCCC1)Nc1ccc(F)cc1
→ -0.2, 0.7, -27, -3
O=C1CSC(c2ccccc2Br)N1c1ccc(F)cc1Cl (configuration not stated)
→ -0.1, -0.1, 0, 3
CCN1C(=O)C2C(c3ccc([N+](=O)[O-])cc3)NN(Cc3ccccc3)C2C1=O (configuration not stated)
→ -0.2, -1.4, -9, 3
O=C(COc1ccccc1)NCCCCc1ccccc1
→ 0.2, -0.1, 5, 3
COc1ccc(C(=O)Nc2cccc(C(C)=O)c2)c(OC)c1OC
→ 0.3, 3.5, -4, -34
COc1cc2c(cc1NC(=O)CCc1c[nH]c3ccccc13)oc1ccccc12
→ 0.0, 0.4, 15, 3
COc1cc2ccccc2cc1-c1nnc(-c2ccc(Cl)cc2Cl)o1
→ 0.0, 0.4, -1, -7
Cn1c(=O)c(C(=O)Nc2nncs2)c(O)c2ccccc21
→ 0.3, -0.4, 8, 7
Cc1c(C(=O)O)sc2nc3n(c(=O)c12)CCCCC3
→ 0.0, 2.7, -5, 4
O=C(Nc1nccs1)c1ccc([N+](=O)[O-])o1
→ 0.1, -0.7, 24, 17
C=C(C)CN1CCN(CC(O)COc2ccc(OCC(O)CN3CCN(CC(=C)C)CC3)cc2)CC1 (configuration not stated)
→ -0.1, 0.0, -11, 8
Cc1cccc(N2CC(C(=O)Nc3cccc4ccccc34)CC2=O)c1 (configuration not stated)
→ -0.1, 1.3, 1, 1
CCOc1ccc(C(=O)Nc2nc3ccccc3s2)cc1Br
→ 0.0, -1.2, -3, -70
O=C(Cn1nc2ccccc2n1)N/N=C/c1ccccc1Cl
→ 0.1, 0.9, -2, -10
COc1cc(OC)cc(C(=O)OCC(=O)c2ccc(OC(F)F)cc2)c1
→ -0.1, 0.0, 10, -12

# Other compounds follow.
SMILES,FBW7 activator,GPR151 activ,MITF inh,TEAD-YAP inh
CN(CC1COCCO1)C(=O)c1cc(COc2c(F)cccc2F)on1 (configuration not stated),0.0,16*,6,-9
CC(=O)N(c1ccccc1)c1nnc(C)s1,0.3,-0.8,6,-6
CCN(CC)CCNc1c([N+](=O)[O-])cc2[nH]c(=O)[nH]c2c1[N+](=O)[O-],-0.2,4.3,17,-3
COc1ccc(N2CCN(Cc3cccc(OC)c3OC)CC2)cc1,0.0,-0.2,31,-8
O=c1ccccn1CCOc1ccc(Cl)cc1,-0.1,0.3,-14,-30
c1csc(CNCc2nc(-c3ccncc3)n[nH]2)c1,-0.1,-1.1,7,-5
CCN(C(=O)CSc1ncnc2c1sc1ccccc12)c1cccc(C)c1,0.0,-0.6,-3,0
Nc1nnc(SCC(=O)NCCOc2ccccc2)s1,0.1,3.0,15,10
CC(C)CCN1C(=O)c2ccc(C(=O)NN3C(=O)c4ccccc4C3=O)cc2C1=O,-0.2,0.7,0,18
Cc1cccc(NC(=S)NC(=O)c2ccccc2[N+](=O)[O-])n1,0.3,-0.4,4,-11
Cc1ccccc1C(=O)NC(CCC(=O)NN)C(=O)NN (configuration not stated),0.2,0.6,3,9
CC(C)CNS(=O)(=O)c1ccc2[nH]cc(C(=O)O)c(=O)c2c1,-0.1,-0.3,12,3

# Following part.
SMILES,FBW7 activator,GPR151 activ,MITF inh,TEAD-YAP inh
O=C(Nc1ccc(Br)cc1)C1CC(=O)N(c2ccccc2)C(=Nc2ccccc2)S1 (configuration not stated),-0.2,0.4,-7,-6
CN(C)CCNc1ncnc2scc(-c3ccc(Br)cc3)c12,0.3,1.4,1,11
O=C(NCc1nc2ccccc2[nH]1)c1cnc(Nc2ccc(-n3ccnc3)cc2)s1,0.0,-1.3,5,-17
COc1ccc(CC2(CCC(=O)N(CC3CCC(=O)N3)C(C)C)CCC(=O)N2)c(F)c1 (configuration not stated),0.1,-0.6,13,-4
CC12C=CC3(CN(CCCN4CCOCC4)C(=O)C3C1C(=O)O)O2 (configuration not stated),0.7,-1.2,5,1
CC1CC(C)CN(CCC(=O)Nc2ccc(Cl)cc2)C1 (configuration not stated),-0.1,1.3,4,-4
COc1ccccc1N1CCN(c2ncnc3scc(-c4ccccc4)c23)CC1,0.0,1.4,9,15
CCOc1ccccc1NC(=O)NC1(C(=O)NCc2ccco2)CCCCC1,0.4,-0.3,4,1
COC(=O)c1ccc(C(=S)NCC2(N3CCOCC3)CCCCC2)cc1,-0.3,-0.7,-4,-2
Cc1ccc(S(=O)(=O)NCC2COc3ccccc3O2)cc1 (configuration not stated),-0.1,-0.1,8,3
COc1ccc(-c2noc(N3CCCC(C(=O)NCCN(C)C)C3)n2)cc1 (configuration not stated),-0.1,-0.9,4,-11
CCCNC(=O)Cn1cnc2sc(C(=O)N3CCCC(C(=O)OCC)C3)c(C)c2c1=O (configuration not stated),0.1,0.5,0,1

# Following part
SMILES,FBW7 activator,GPR151 activ,MITF inh,TEAD-YAP inh
CCN(C(=O)CSc1nc2[nH]ncc2c(=O)n1-c1ccc(Br)cc1)c1cccc(C)c1,0.0,0.3,6,15
COc1ccc(/C=C2\C(=O)NC(=O)N(c3ccccc3OC)C2=O)c(OC)c1,-0.1,-0.8,-14,-6
C=CCn1c(COc2ccc(C)cc2OCC)nnc1SCC(=O)Nc1nccs1,0.1,1.1,8,9
O=C(Nc1cccc2cccnc12)c1ccc([N+](=O)[O-])cc1Cl,0.0,1.1,30,5
O=C(Cc1ccc(F)cc1)N1CCCC(c2nnc(-c3cccs3)o2)C1 (configuration not stated),-0.1,-1.1,12,6
Cc1ccc(NC(=O)CSc2nc3nc(C)cc(C)n3n2)cc1,0.5,-0.1,12,-7
Brc1ccc(-c2nn3c(Cc4ccccc4)nnc3s2)o1,0.0,-0.4,-16,-5
O=C(c1ccc(N2CCCC2=O)cc1)N1CCOc2ccc(CN3CCOCC3)cc2C1,0.6,-0.9,18,2
CCOC(=O)c1ccccc1NC(=O)c1sc(N)c(C(=O)OCC)c1C,0.3,1.4,22,54*
CCC(C)NC(=O)c1ccccc1NC(=O)CN(c1cc(C)ccc1OC)S(C)(=O)=O (configuration not stated),-0.2,-0.9,9,7

# 5 compounds drawn at random from those above:
SMILES,FBW7 activator,GPR151 activ,MITF inh,TEAD-YAP inh
C=CCn1c(COc2ccc(C)cc2OCC)nnc1SCC(=O)Nc1nccs1,0.1,1.1,8,9
COc1ccc(N2CCN(Cc3cccc(OC)c3OC)CC2)cc1,0.0,-0.2,31,-8
Brc1ccc(-c2nn3c(Cc4ccccc4)nnc3s2)o1,0.0,-0.4,-16,-5
CCCC1(C2CCN(C(=O)c3ccc(C)s3)CC2)NC(=O)N(CC2CCCO2)C1=O (configuration not stated),-0.1,-0.7,16,-1
COc1ccc(C(=O)Nc2cccc(C(C)=O)c2)c(OC)c1OC,0.3,3.5,-4,-34

# Source: PubChem (The Scripps Research Institute Molecular Screening Center)
